Source: PubChem (Broad Institute)
ARNT-TACC3 inh: disruptors of ARNT/TACC3 protein interaction, primary screen, biochemical, AlphaScreen, single concentration. AlphaScreen His-ARNT PAS-B/GST-TACC3 binding, luminescence; TACC3 fragment carries E629A point mutation. inhibition, % at 9.99 µM. 390,000 compounds, 0.66% hits;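 active = mean inhibition of replicates at least 50% and at least half of replicates each reaching 50%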;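 also: 0% = complete ARNT plus TACC3 wells and 100% = ARNT alone without TACC3; many hits fall short of the cut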
ERAP1 HTS inh: human ERAP1 aminopeptidase inhibitors, primary screen, biochemical, single point, plate reader. inhibition, % at 10.7 µM. 340,000 compounds, 0.15% hits. recombinant ERAP1, Leu-AMC fluorescence, 60 min;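 active = mean replicate inhibition of at least 30%, or all replicates individually reaching that 30% level; inactive = mean below 30% and not every replicate reaching it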;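 also: 0% = neutral control wells and 100% = L-leucinethiol positive control wells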
Target sequence (Q9NZ08 whole entry, looked up): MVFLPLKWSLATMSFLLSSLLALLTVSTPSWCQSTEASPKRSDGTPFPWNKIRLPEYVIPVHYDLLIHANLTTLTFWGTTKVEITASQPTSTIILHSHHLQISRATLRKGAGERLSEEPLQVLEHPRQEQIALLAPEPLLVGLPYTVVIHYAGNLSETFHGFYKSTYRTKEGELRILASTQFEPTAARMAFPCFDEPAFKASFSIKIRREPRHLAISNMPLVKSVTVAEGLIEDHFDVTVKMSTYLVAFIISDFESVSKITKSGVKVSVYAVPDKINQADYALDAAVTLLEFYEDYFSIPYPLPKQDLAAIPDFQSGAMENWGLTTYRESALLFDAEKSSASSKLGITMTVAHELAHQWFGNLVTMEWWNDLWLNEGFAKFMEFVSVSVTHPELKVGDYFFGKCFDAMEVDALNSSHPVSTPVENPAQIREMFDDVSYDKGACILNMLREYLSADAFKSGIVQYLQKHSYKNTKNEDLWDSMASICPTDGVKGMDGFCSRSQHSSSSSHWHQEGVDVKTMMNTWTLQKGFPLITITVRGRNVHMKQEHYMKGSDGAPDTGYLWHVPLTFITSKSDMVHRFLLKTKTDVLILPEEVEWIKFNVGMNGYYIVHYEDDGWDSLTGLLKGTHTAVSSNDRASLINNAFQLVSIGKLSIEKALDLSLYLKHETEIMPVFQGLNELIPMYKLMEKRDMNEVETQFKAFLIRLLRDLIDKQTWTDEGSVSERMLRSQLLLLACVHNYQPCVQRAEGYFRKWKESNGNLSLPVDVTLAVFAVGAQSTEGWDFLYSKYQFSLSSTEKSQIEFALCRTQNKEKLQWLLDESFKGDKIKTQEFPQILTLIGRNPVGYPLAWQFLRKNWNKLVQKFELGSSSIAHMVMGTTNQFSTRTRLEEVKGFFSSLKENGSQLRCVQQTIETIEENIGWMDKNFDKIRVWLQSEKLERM
RAD52 inh: RAD52 DNA annealing inhibitors, primary screen, biochemical, FRET, single point, set 2; recombinant RAD52 DNA annealing, FRET fluorescence; DNA repair protein RAD52 homolog (Homo sapiens), P43351; AID 651710, 2012; 360,000 compounds, 0.46% hits; inhibition, % at 18.7 µM;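 active = every replicate showing at least 50% inhibition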
XiGFP reactiv: activators of inactive X chromosome reactivation, primary screen, imaging, XiGFP fibroblasts, GFP high-content imaging, set 2; XiGFP mouse fibroblasts, % GFP-positive cells imaging, 3 d; cells co-treated with 5-aza-dC sensitizer; scaled so ellipticine positive control = 100%; activation, % at 7.58 µM; 360,000 compounds, 0.055% hits;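 active = mean normalized replicate activation at least 10% and every replicate at or above 10%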;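 also: 0% = median of on-plate neutral control wells and 100% = ellipticine 6 µM median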
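material = 68-5-11 XiGFP fibroblast line | medium = DMEM plus 5-aza-dC sensitizer | schedule = 3 days compound exposure | benchmarks = positive control ellipticine, 6 µM final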
CFTR F508del cor: F508del CFTR correction, initial screen, CFBE line, single point; CFBE cells, YFP halide quenching; stimulated with forskolin plus potentiator P3; % fluorescence drop versus neutral controls; activity (quench increase), % at 7.58 µM; 350,000 compounds, 0.36% hits;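 active = mean added fluorescence quench of at least 8% versus neutral control, with both replicates also reaching 8%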;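 also: cells transiently co-express mutant CFTR-F508del with the halide-sensitive YFP; corrector assay measuring rescue of mutant channel to the surface after 24 h compound exposure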
esBAF inh: Bmi1 luciferase reporter increase in mESCs, primary screen, esBAF inhibitor project, mouse ES cells, Bmi1 luciferase knock-in, single point; 350,000 compounds, 2% hits; reporter increase, % at 12.5 µM; AID 602393, 2012; 24 h; 100% = twice the neutral-well signal; in the data active = activation above about 40%;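 also: 0% = median of the plate's neutral control wells and 100% = double that signal; a rise in the Bmi1 reporter signal indicates esBAF inhibition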
INS-1E GSIS act: GLuc luminescence reporter in INS-1E cells, primary screen for activators of glucose-dependent secretion of insulin; 370,000 compounds, 0.61% hits; INS-1E GLuc reporter insulin secretion, 2-3 h; activation, % at 16.6 µM;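 active = lowest replicate activation of at least 40%, so every replicate reaches that level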;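 also: 0% = median of neutral control wells and 100% = median of IBMX positive control wells; some compounds called inactive have numbers as strong as hits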
RAD54 inh: inhibitors of human RAD54 branch migration, primary screen, biochemical, fluorescence, single point | RAD54 Holliday junction branch migration, FAM/BHQ fluorescence | inhibition, % at 10.4 µM | 360,000 compounds, 0.14% hits | AID 602329, 2012;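 active = mean normalized replicate activity at least 40 and at least half of replicates scoring 40 or more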;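 also: 0% = median of neutral control wells and 100% = median of positive control wells; inhibitors cause a drop in the FAM fluorescence signal; in these data hits start at about 50%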
Starred values were filed as active, the others as inactive; · = not tested or not shown; & = joins results of further samples.

Start of the listing, in advance:
SMILES	ARNT-TACC3 inh	ERAP1 HTS inh	RAD52 inh	XiGFP reactiv	CFTR F508del cor	esBAF inh	INS-1E GSIS act	RAD54 inh
CC1CCN(C(=O)CNC(=O)CNS(=O)(=O)c2ccccc2)CC1	-4	1	0	0.0	1.5	6	2	-7
CCc1ccc(NC(=O)N2CCN(c3ccc(F)cc3)CC2)cc1	-6	1	-15	0.0	-2.0	·	2	·
COc1ccc2c3c(n(C)c2c1)[C@@H](CO)N(Cc1ccccc1OC)CC31CCN(CC2CCOCC2)CC1	·	1	-7	0.3	0.5	·	-7	·
COc1cccc(CC(=O)Nc2ncc(C)s2)c1	3	-3	-18	0.3	0.1	-14	0	12
O=C(C[C@@H]1CC[C@H]2[C@@H](COC[C@H](O)CN2S(=O)(=O)c2ccccc2)O1)N1CCOCC1	-3	-7	9	0.3	-0.3	5	8	-11
COc1cccc(NC(=O)CN(C)S(=O)(=O)c2ccc3c(c2)n(C)c(=O)c(=O)n3C)c1	1	-1	-6	0.1	0.7	-1	1	3
Cc1ccc(C(NC(N)=O)c2ccccc2C)cc1 (centres undefined)	33	·	·	·	·	-9	-6	0
CCOC(=O)C1=C(C)Nc2nc(SCC(=O)OC)nn2C1c1cc(F)cc(F)c1 (centres undefined)	0&-4	2	3	0.1	2.1	-4	-4	-5
C[C@@H]1CN([C@H](C)CO)C(=O)Cc2cc(NC(=O)C3CC3)ccc2O[C@@H]1CN(C)Cc1ccc(Cl)c(Cl)c1	15	-7	-26	-0.1	3.3	5	-5	-4
C(=C\c1nc(-c2cccnc2)no1)/c1ccccc1	-3	-1	8	0.4	-1.0	20	0	-7
CC(C)(C)NC(=O)C1CC(=O)OC12CCOC(C)(C)C2 (centres undefined)	-3	-1	-11	0.0	0.4	·	-2	·
CC(C)C[C@H]1COCCS(=O)(=O)N1Cc1cccc(F)c1	0	-1	-5	-0.1	-0.3	-2	-5	-18
Cc1cccc(C)c1NC(=O)CN(C)C(=O)c1cccc(-n2cccc2)c1	1	3	-19	-0.1	0.2	13	10	·

The listing (from the top)
SMILES	ARNT-TACC3 inh	ERAP1 HTS inh	RAD52 inh	XiGFP reactiv	CFTR F508del cor	esBAF inh	INS-1E GSIS act	RAD54 inh
CC1CCN(C(=O)CNC(=O)CNS(=O)(=O)c2ccccc2)CC1	-4	1	0	0.0	1.5	6	2	-7
CCc1ccc(NC(=O)N2CCN(c3ccc(F)cc3)CC2)cc1	-6	1	-15	0.0	-2.0	·	2	·
COc1ccc2c3c(n(C)c2c1)[C@@H](CO)N(Cc1ccccc1OC)CC31CCN(CC2CCOCC2)CC1	·	1	-7	0.3	0.5	·	-7	·
COc1cccc(CC(=O)Nc2ncc(C)s2)c1	3	-3	-18	0.3	0.1	-14	0	12
O=C(C[C@@H]1CC[C@H]2[C@@H](COC[C@H](O)CN2S(=O)(=O)c2ccccc2)O1)N1CCOCC1	-3	-7	9	0.3	-0.3	5	8	-11
COc1cccc(NC(=O)CN(C)S(=O)(=O)c2ccc3c(c2)n(C)c(=O)c(=O)n3C)c1	1	-1	-6	0.1	0.7	-1	1	3
Cc1ccc(C(NC(N)=O)c2ccccc2C)cc1 (centres undefined)	33	·	·	·	·	-9	-6	0
CCOC(=O)C1=C(C)Nc2nc(SCC(=O)OC)nn2C1c1cc(F)cc(F)c1 (centres undefined)	0&-4	2	3	0.1	2.1	-4	-4	-5
C[C@@H]1CN([C@H](C)CO)C(=O)Cc2cc(NC(=O)C3CC3)ccc2O[C@@H]1CN(C)Cc1ccc(Cl)c(Cl)c1	15	-7	-26	-0.1	3.3	5	-5	-4
C(=C\c1nc(-c2cccnc2)no1)/c1ccccc1	-3	-1	8	0.4	-1.0	20	0	-7
CC(C)(C)NC(=O)C1CC(=O)OC12CCOC(C)(C)C2 (centres undefined)	-3	-1	-11	0.0	0.4	·	-2	·
CC(C)C[C@H]1COCCS(=O)(=O)N1Cc1cccc(F)c1	0	-1	-5	-0.1	-0.3	-2	-5	-18
Cc1cccc(C)c1NC(=O)CN(C)C(=O)c1cccc(-n2cccc2)c1	1	3	-19	-0.1	0.2	13	10	·
CO[C@H]1CN(C)C(=O)c2cc(NS(=O)(=O)CC(F)(F)F)ccc2OC[C@H](C)N(CC2CCCCC2)C[C@H]1C	-2	·	-12	0.0	-3.3	-1	-1	-7
C[C@H]1CCCCO[C@@H](CN(C)C(=O)CCCN(C)C)[C@@H](C)CN([C@@H](C)CO)C(=O)c2cc(NC(=O)Cc3ccccc3)ccc2O1	-3	3	23	0.0	0.3	4	33	6
OCCC1CN(Cc2nc3c(s2)CCCC3)CCN1CCc1ccccc1 (centres undefined)	·	-6	-3	0.0	2.8	·	-3	·
CN(C)c1ccc2c(=O)cc[nH]c2c1	·	20	-1	0.1	-3.1	·	10	·
CC1CC1C(=O)OCC(=O)Nc1cccc(Br)c1 (centres undefined)	-7	1	-9	0.2	2.8	-4	-12	5
Cc1noc(C)c1S(=O)(=O)N(C)C[C@H]1Oc2ccc(N(C)C)cc2CC(=O)N([C@H](C)CO)C[C@H]1C	20	·	-5	-1.3	-1.5	-2	-4	-5
COc1cccc(-n2nnnc2SCC(=O)NCCc2ccc(OC)c(OC)c2)c1	-6	1	-15	0.1	-4.0	·	6	·
CCOc1ccc(CCNC(=O)c2cccc3c2C(=O)N(CCOC)C3)cc1OCC	-4	-2	-1	0.0	0.3	-4	12	-4
COc1ccc(CCCNC(=O)C2(C)Cc3c(-c4ccc(C(N)=O)cc4)ccnc3O2)cc1 (centres undefined)	·	1	-12	0.3	-3.2	-9	·	-1
CC(=O)c1cccc(N=Cc2c(O)c3ccccc3oc2=O)c1	·	-1	-31	0.0	1.8	-3	3	2
CCOC(=O)NC(c1ccc(C(C)C)cc1)C(Cl)(Cl)Cl (centres undefined)	-2	-1	-14	0.1	0.9	-5	-8	·
COc1ccc(CCNC(=O)COc2cccc3c2OC(C)(C)C3)cc1OC	-1	2	5	0.0	0.7	-1	63	-9
SMILES	ARNT-TACC3 inh	ERAP1 HTS inh	RAD52 inh	XiGFP reactiv	CFTR F508del cor	esBAF inh	INS-1E GSIS act	RAD54 inh
C[C@H](CO)N1C[C@H](C)[C@@H](CN(C)Cc2ccc(Cl)c(Cl)c2)Oc2ccc(NS(=O)(=O)c3ccc(Cl)cc3)cc2CC1=O	3	-2	47	0.2	7.9	0	-12	7
CCCCCCC1/C(=N\NC(=O)c2ccccc2)CCC1C(=O)OC (centres undefined)	19	0	-7	0.4	1.7	-3	16	-6
CC(C)C(=O)NCCc1nc(-c2ccccc2)no1	2	·	·	0.3	-2.0	19	7	-1
Cc1ccc(S(=O)(=O)NCC(=O)OC(C)C(=O)NC(=O)NC2CCCCC2)cc1C (centres undefined)	-5	0	-15	0.0	0.6	0	-48	-4
C[C@H]1CN([C@@H](C)CO)C(=O)Cc2cc(NC(=O)C3CC3)ccc2O[C@@H]1CN(C)CC1CCCCC1	-6	3	-4	-0.1	-0.4	5	5	6
Cc1ccc(NNC(=O)c2c(C)noc2C)cc1Cl	-5	·	-3	-0.1	1.6	4	2	·
O=C(NCC(F)(F)F)C1C(=O)Nc2ccccc2C(=O)N1Cc1ccccc1 (centres undefined)	·	·	-15	0.0	1.7	·	-4	·
CCN(CC)CCn1c(SCC(=O)Nc2ccc3c(c2)CCC3)nc2ccccc2c1=O	2	2	-7	0.2	-2.1	31	0	5
Cc1ccc(C)c(NC(=S)Nc2cccnc2)c1	-10	1	-10	0.3	-1.1	4	30	·
O=C(NCc1cccs1)C1CC1	-1	-3	-22	-0.1	4.4	9	2	13
CO[C@H]1CN(C)C(=O)c2ccc(NS(C)(=O)=O)cc2OC[C@H](C)N(Cc2nccs2)C[C@@H]1C	-4	0	-16	0.0	0.2	-6	0	-5
CCOCc1[nH]c(=S)[nH]c(=O)c1Cc1ccc(OCC)cc1	-9	3	-17	0.5	1.9	·	3	·
CCCCCCCCN1C(=O)[C@@H](CC(=O)N2CCOCC2)C[C@@]2(C(=O)OC)C1=C[C@H](C(C)(C)C)O[C@@H]2C	·	-2	-3	0.1	-4.3	·	·	·
Cc1cc(C)cc(NC(=O)COC(=O)CC2CCCC2)c1	·	0	2	0.3	-4.5	-10	-4	2
COc1ccc2[nH]c3c(=O)n(/N=C/c4ccc(OC)c(CN5CCCC5)c4)c(C)nc3c2c1	10	·	28	·	1.5	5	2	20
CC(C)CC#Cc1ccc([C@H]2[C@@H](CO)N3C(=O)CN(C(=O)c4cnccn4)C[C@H]23)cc1	·	0	-10	-0.1	-0.3	·	4	·
C[C@H]1CCCCO[C@@H](CN(C)S(=O)(=O)c2cn(C)cn2)[C@@H](C)CN([C@@H](C)CO)C(=O)c2cc(NC(=O)Nc3ccc(F)cc3)ccc2O1	-2	7	12	0.5	-3.3	-3	-7	0
Cc1cc([N+](=O)[O-])ccc1NC(=O)c1csc(C)c1C	-10	-2	-38	0.1	-0.3	·	-2	-3
COc1ccccc1C(=O)NC(C)c1cccc2ccccc12 (centres undefined)	0	1	-5	0.1	0.2	-9	18	9
Cc1ccccc1OCCC(=O)OCC(=O)NC1CC1	4	-3	-6	0.2	-3.7	6	34	·
C[C@@H]1CCCCO[C@H](CN(C)C(=O)Nc2ccc3c(c2)OCO3)[C@H](C)CN([C@@H](C)CO)C(=O)c2cc(NC(=O)Nc3ccccc3)ccc2O1	17	-1	2	0.1	-0.3	7	10	-4
COc1ccc(CCNC(=O)CN(C)S(=O)(=O)c2ccc(OC)cc2)cc1	-4	2	-8	0.1	2.4	3	2	3
CCOc1cc(NC(=O)c2cccs2)c(OCC)cc1NC(=O)c1ccccn1	-4	-3	3	0.0	2.6	·	14	·
C[C@@H]1CN([C@H](C)CO)C(=O)Cc2cc(NC(=O)Nc3cccc4ccccc34)ccc2O[C@@H]1CN(C)CC1CCCCC1	25	0	-1	0.0	0.3	6	-8	-3
N#CCN(CC#N)C(=O)C1c2ccccc2Oc2ccccc21	-7	-1	-2	-0.1	2.5	-5	-8	1
Cc1ccc(S(=O)(=O)N[C@H]2CC[C@@H](CC(=O)NC3CCCCC3)O[C@H]2CO)cc1	-3	1	-7	-0.2	-1.5	7	5	6
Cc1occc1C(=O)N(Cc1nc(-c2ccccc2)no1)C(C)C	1	0	1	0.0	3.5	5	-9	-3
Cc1cccc(-c2cc(N)n(-c3ccccc3)n2)c1	12	0	-48	0.0	-1.2	54*	11	-2
O=S(=O)(Nc1nc2ccccc2nc1NCC1CCCO1)c1cccc(Cl)c1 (centres undefined)	9	17	-22	0.1	0.9	-2	-54	-2
